GRK2 inh: inhibitors of human GRK2 displacing RNA aptamer; bead flow cytometry, FAM-aptamer displacement from GRK2; 330,000 compounds, 0.59% hits; inhibition of aptamer binding, % at 10 µM; P25098;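 active means inhibition of aptamer binding above 40%, roughly 3 SD of noise, on plates passing a quality check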;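 further: median bead fluorescence of bound FAM aptamer so fluorescent compounds give negative values; no value below 0 was filed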
Target sequence (P25098 whole entry, looked up): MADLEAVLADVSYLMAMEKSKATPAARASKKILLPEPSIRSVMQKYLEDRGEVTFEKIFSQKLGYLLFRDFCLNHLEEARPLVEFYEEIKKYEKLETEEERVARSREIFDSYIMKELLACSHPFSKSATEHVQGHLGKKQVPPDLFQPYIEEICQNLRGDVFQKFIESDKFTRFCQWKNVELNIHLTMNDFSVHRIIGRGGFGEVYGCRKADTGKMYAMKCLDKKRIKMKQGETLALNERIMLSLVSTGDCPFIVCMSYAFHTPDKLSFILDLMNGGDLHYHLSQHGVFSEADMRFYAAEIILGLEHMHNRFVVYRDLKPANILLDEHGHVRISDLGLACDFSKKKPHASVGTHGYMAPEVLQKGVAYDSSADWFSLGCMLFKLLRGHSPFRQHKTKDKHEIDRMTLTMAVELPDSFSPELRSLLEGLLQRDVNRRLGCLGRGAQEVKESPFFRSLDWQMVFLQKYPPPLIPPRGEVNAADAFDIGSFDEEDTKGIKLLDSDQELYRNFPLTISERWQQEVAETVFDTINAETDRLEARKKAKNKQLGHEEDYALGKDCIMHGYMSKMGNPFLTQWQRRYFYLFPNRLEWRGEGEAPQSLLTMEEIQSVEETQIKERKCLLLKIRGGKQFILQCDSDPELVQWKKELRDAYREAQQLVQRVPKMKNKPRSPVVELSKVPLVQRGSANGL
Fam108B counter: counter-screen for RBBP9 inhibitors: inhibitors of mouse Fam108B | recombinant Fam108B, FP-Rh probe fluorescence polarization | inhibition, % at 9.51 µM | 300,000 compounds, 0.33% hits;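 active means inhibition above the screen mean inhibition plus 3 SD, computed separately per campaign, cut at about 18% in these data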;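 further: inhibitors lower polarization as less probe binds the enzyme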
Bcl-xL primary: inhibitors of human Bcl-xL. Q07817. GST-Bcl-xL / FITC-Bim BH3 peptide fluorescence polarization. inhibition, % at 10.9 µM. 320,000 compounds, 0.7% hits;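 active means inhibition above the mean of all tested compounds plus 3 SD, cutoff set per campaign, cut at about 30% in these data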;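 further: 0% = DMSO wells and 100% = unlabeled Bim-BH3 peptide competitor; inhibitors lower millipolarization by displacing the labeled peptide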
Target sequence (Q07817 whole entry, looked up): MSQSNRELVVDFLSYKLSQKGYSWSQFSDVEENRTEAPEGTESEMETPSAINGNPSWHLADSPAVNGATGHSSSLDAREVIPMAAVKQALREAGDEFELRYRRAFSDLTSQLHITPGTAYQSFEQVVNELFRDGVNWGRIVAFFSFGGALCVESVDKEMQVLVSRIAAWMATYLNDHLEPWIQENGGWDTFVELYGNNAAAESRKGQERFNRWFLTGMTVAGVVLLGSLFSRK
PME-1 primary: PME-1 (human) inhibition | Q9Y570 | recombinant PME-1, FP-Rh probe fluorescence polarization | inhibition, % at 5.9 µM | 320,000 compounds, 0.53% hits | AID 2130;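 active means inhibition above the campaign mean of all compounds plus 3 SD, cut at about 26% in these data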;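 further: competitive labeling of PME-1 active site by serine hydrolase directed probe; 0% = PME-1 with DMSO and 100% = wells lacking PME-1 enzyme; inhibitors block probe labeling so polarization falls and inhibition rises; many of its hits are not listed in these tables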
Efflux pump inh: blocks antifungal efflux pumps in multiplex yeast assay. S. cerevisiae Candida pump triplex, Nile Red efflux. inhibition, % at 10 µM. 330,000 compounds, 0.44% hits. AID 485275;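 active means plate passing quality check with inhibition over a set limit, or well fluorescence over plate mean plus 4 SD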;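 further: Nile Red retained in pooled yeast measured as flow cytometry median fluorescence; 0% = buffer negative control and 100% = Enniatin B positive control; higher means more Nile Red kept so more efflux inhibition; some compounds called inactive have numbers as strong as hits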
GLD-1 RNA inh: GLD-1-TGE RNA interaction inhibition (C. elegans). Q17339. purified GLD-1 + fluorescein TGE RNA, fluorescence polarization. inhibition, % at 5.96 µM. 320,000 compounds, 0.44% hits. AID 2280;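 active means percent inhibition above a per-plate cutoff, the plate mean of test compounds plus 3 SD, cut at about 30% in these data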;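 further: 0% = DMSO wells with GLD-1 and probe and 100% = wells lacking GLD-1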
MCL1 BIM primary: MCL1-BIM-BH3 interaction inhibition (human) | Q07820 | GST-MCL1 / FITC-Bim-BH3 fluorescence polarization | inhibition, % at 10.9 µM | 320,000 compounds, 0.68% hits | AID 2057;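 active means inhibition above the mean inhibition of all tested compounds plus 3 SD, set per campaign, cut at about 40% in these data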;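 further: 0% = DMSO wells and 100% = unlabeled Bim-BH3 peptide control; higher means more loss of mP so more displacement of Bim peptide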
VLA-4 inh: inhibition in a human VLA-4 binding assay; VLA-4 expressing cells, ligand binding flow cytometry; P13612; AID 2557; inhibition, % (about 7 µM as worked out from the volumes in the protocol); 330,000 compounds, 0.2% hits; in the data active means inhibition above about 50%
MEX-5 binding: C. elegans MEX-5 TCR-2 RNA binding activity; activity score (negative = inhibition of binding), % at 10 µM; 300,000 compounds, 0.38% hits; MEX-5/FITC-TCR2 RNA binding, fluorescence polarization; active compounds read low;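 active means inhibition past about -25% in most replicates, and total fluorescence under double the plate's negative control median, limit read from the data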;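 further: 0% = DMSO and -100% = 5 µM competing unlabeled TCR2 RNA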
* hit, by the source's call; x = no result given. These rows are one share of the data; rates above refer to the full screens.

Molecule | Efflux pump inh | VLA-4 inh | MEX-5 binding | MCL1 BIM primary | GRK2 inh | Fam108B counter | GLD-1 RNA inh | Bcl-xL primary | PME-1 primary
CC1=CCC(C(=O)O)C(C(=O)Nc2nc3ccc(S(C)(=O)=O)cc3s2)C1 (stereo not given) | 0.1 | -9 | 0.3 | -7 | 4 | 0 | -6 | 1 | -3
O=C(O)C1CCN(C(=O)c2ccccc2N2C(=O)[C@@H]3Cc4c([nH]c5ccccc45)C(c4cccc(Cl)c4)N3C2=O)CC1 (stereo not given in full) | -0.2 | 44 | 2.6 | -3 | 4 | -4 | 10 | 3 | -6
CN(C(=O)COc1ccc(Cl)cc1Cl)c1nnc(C23CC4CC(CC(C4)C2)C3)s1 | 0.0 | 19 | -0.4 | 4 | 0 | -2 | 2 | 3 | -2
COC(=O)c1ccc(CN2CCCC(C(=O)Nc3cccc(-n4cnnn4)c3)C2)cc1 (stereo not given) | -0.3 | -3 | -3.2 | 1 | 0 | 2 | -1 | 3 | -2
CCOP(=O)(OCC)c1nc(-c2ccc(OC)cc2)oc1N1CCOCC1 | 0.1 | 12 | -1.5 | -1 | 0 | -1 | 6 | 4 | 1
Cc1ccc(C)c(S(=O)(=O)NCCOC(=O)Nc2sc(=S)n(C)c2C)c1 | 0.1 | 10 | -1.0 | 3 | 0 | -4 | 1 | 6 | 4
C=CCOc1ccccc1CNCc1cccnc1 | 0.0 | 15 | -0.7 | 8 | 0 | -1 | 11 | 9 | -2
Cc1cccc(C(=O)N2CCN(Cc3ccc4c(c3)OCO4)CC2)c1 | 0.0 | -9 | -0.5 | 1 | 0 | -2 | 4 | 5 | -2
CCC(=O)Nc1ccc2c(c1)C(=O)N(C)C2=O | 0.1 | 1 | 2.6 | -4 | 0 | 3 | -2 | 5 | 2
CN(c1ccccc1)S(=O)(=O)c1cccc(C(=O)N2CCN(c3ccccn3)CC2)c1 | 0.1 | 0 | 0.4 | 6 | 0 | 3 | 7 | 4 | 1
Cn1ccnc1SCC(=O)Nc1nc2c(F)c(F)c(F)cc2s1 | 0.1 | 10 | -1.7 | -1 | 0 | -2 | -4 | -3 | 0
NS(=O)(=O)c1ccc(NC(=S)NC(=O)C2CCCCC2)cc1 | -0.2 | 5 | 0.5 | 1 | 1 | 1 | 0 | 3 | 1
C=CC(=O)N=c1sc2ccccc2n1-c1ccccc1 | -0.1 | 9 | -3.7 | 4 | 0 | -4 | 4 | 4 | -13
Cc1cccc(NC(=O)C2CCCN2S(=O)(=O)c2ccc3c(c2)n(C)c(=O)c(=O)n3C)c1 (stereo not given) | 0.6 | 9 | 1.0 | 4 | 0 | -2 | 0 | -1 | -6
CCCN1CCC(N2CCCC(C(=O)O)C2)CC1 (stereo not given) | -0.1 | 9 | -3.0 | -10 | 3 | 1 | -7 | -3 | -2
COc1ccc(CCNC(=O)CN2C(=O)NC3(CCCCC3)C2=O)cc1 | 0.1 | 10 | x | x | 0 | x | -4 | x | x
CN(C)CCNC(=O)c1cc(Br)ccc1Cl | 0.0 | 6 | -0.3 | 3 | 4 | -2 | 8 | 6 | 2
Cc1nn2c(-c3ccncc3)ccnc2c1Br | -0.1 | 5 | 1.6 | -5 | 0 | 4 | 14 | 4 | 4
O=C(COc1cccc2c1CCNC2=O)NC1CCCCC1 | -0.1 | 10 | -2.2 | -3 | 0 | 2 | -1 | -1 | -4
CC(=O)c1ccc(N2CCN(CCC#N)CC2)c(F)c1 | 0.0 | 13 | -1.5 | -3 | 0 | -2 | 2 | 4 | -1
O=C(Cc1cccs1)NNC(=S)NC(=O)c1ccccc1 | -0.5 | 11 | 11 | 16 | 3 | 0 | 2 | 11 | 0
CCOc1ccc(S(=O)(=O)Nc2cccc(C(=O)N3CCN(c4ccccc4O)CC3)c2)cc1 | 0.2 | -6 | x | 1 | 4 | x | 2 | -1 | 7
Cc1ccc(C(=O)OCC(=O)NN2C(=O)NC3(CCC(C)CC3)C2=O)cc1 (stereo not given) | -0.1 | 5 | -0.7 | -6 | 0 | -4 | 4 | -3 | -4
CN(C)C(=O)NC1C=CS(=O)(=O)C1 (stereo not given) | -0.3 | -3 | x | -10 | 0 | -6 | 9 | 1 | -5
O=C(CN(CCCN1CCOCC1)C(=O)Cn1nnc(-c2ccc(F)cc2)n1)NC1CCCCC1 | 0.8 | -14 | 1.6 | -14 | 0 | -2 | -3 | -3 | 7
CCOC(=O)c1cnc(SC)nc1Oc1cccc(NC(=O)c2ccc(C)cc2)c1 | 0.5 | 2 | 1.6 | -9 | 1 | -6 | 5 | 1 | -5
COc1cc(/C=N/n2c(-c3ccccc3)n[nH]c2=S)cc(OC)c1OC | 0.2 | 3 | 0.9 | -20 | 5 | -3 | 3 | -33 | -14
Cc1ccc(NC(=O)CN(C)C(=O)COc2ccccc2-c2ccccc2)cc1 | 0.3 | -4 | x | x | 0 | x | -9 | x | x
O=C(CCCc1nc(-c2ccccc2)no1)NC1CCCCC1 | 0.0 | -5 | -2.2 | 3 | 0 | -1 | 1 | 4 | -3
COC(C(=O)Nc1ccccc1C(=O)N1CCOCC1)c1ccccc1 (stereo not given) | 0.6 | -4 | 2.7 | 0 | 5 | 1 | -3 | 4 | 7
CCCC(O)(c1ccc(CC)cc1)C(CN1CCOCC1)c1ccccc1 (stereo not given) | 0.4 | 6 | 0.8 | x | 5 | x | x | x | x
CSc1nc2c(c(=O)[nH]1)C(c1ccc(Cl)cc1)CC(=O)N2 (stereo not given) | 0.1 | 6 | -1.1 | -7 | 0 | 1 | 7 | -2 | 0
NC(=S)N=Nc1c(O)[nH]c2ccc(F)cc12 | 0.3 | -8 | -0.8 | -2 | 0 | 2 | 3 | 9 | 6
CCOC(=O)c1c(NC(=O)CNC2CCCCC2)sc(C)c1C | 0.0 | 0 | 1.2 | 2 | 4 | 1 | -1 | -5 | 1
COc1ccc(-c2oc(=O)c3cc(OC)c(OC)cc3c2/C=C/c2ccc(F)cc2)cc1 | 0.3 | 18 | x | -2 | 0 | x | 1 | 1 | -12
COc1ccc(NC(=O)C2(c3cccs3)CCOCC2)cc1 | 0.0 | 10 | -1.5 | 5 | 3 | 1 | 0 | 3 | 2
O=C(N/N=C/c1ccc2c(c1)OCO2)C(=O)Nc1cccc(Cl)c1 | 0.2 | 11 | 0.0 | -1 | 0 | -1 | -7 | 2 | 1
O=C1CN(C(=O)CSc2nnnn2-c2ccc(Cl)cc2)c2ccccc2N1 | -0.7 | 11 | 1.9 | 7 | 0 | -4 | -1 | 1 | 11
C#CCOCCOCCOCCNc1nc(N2CCN(C(=O)[C@H](CCCN=C(N)N)n3cc(C(N)[C@@H](C)CC)nn3)CC2)nc(N2CCN(C(=O)[C@H](CC(N)=O)n3cc([C@@H](N)C(C)C)nn3)CC2)n1 (stereo not given in full) | 0.6 | -15 | x | x | 0 | x | 3 | x | x
CCN(c1cccc(C)c1)S(=O)(=O)c1cnc[nH]1 | 0.0 | -5 | 0.4 | 2 | 1 | 9 | -1 | 7 | -5
CCCn1nc(C(=O)NNC(=O)CCCOc2ccc(C)cc2)c2ccccc2c1=O | -0.1 | 6 | -1.3 | -3 | 2 | 1 | -5 | 2 | -2
Cc1c(C(=O)NC(=S)N(Cc2ccccc2)c2ccccn2)cccc1[N+](=O)[O-] | 0.1 | -10 | x | 8 | 0 | x | 7 | 6 | -1
C=CCn1c(SCC(=O)Nc2ccc3c(c2)OCCO3)nnc1-c1ccco1 | -0.1 | 13 | -0.5 | 9 | 1 | 0 | 8 | -1 | 7
O=C(CO/N=C/c1ccc(Cl)cc1Cl)NNC(=O)c1ccc(Cl)cc1Cl | 0.1 | -4 | -3.0 | 10 | 6 | -1 | -5 | -3 | -1
O=C(O)CCN=CC1=C(O)CC(c2ccccc2)CC1=O (stereo not given) | 0.3 | 9 | 2.6 | 7 | 1 | 3 | 7 | 4 | 1
COc1ccc(OC)c(NC(=O)COC(=O)CSc2ccc(Cl)cc2)c1 | 0.0 | 4 | 0.6 | -1 | 0 | 4 | -5 | 2 | -1
CCOCC(=O)Nc1ccc([N+](=O)[O-])cc1OC | 0.1 | 14 | 1.0 | -9 | 3 | -4 | -7 | -1 | 1
Cc1ccc(OCC(=O)O/N=C(\N)c2ccncc2)c(C)c1 | 0.0 | 17 | 2.2 | -1 | 2 | 5 | 4 | 1 | 2
O=C(Cn1nc(-c2ccccc2)ccc1=O)NCC1COCCO1 (stereo not given) | 0.0 | 5 | -0.2 | 5 | 1 | 2 | -2 | -1 | 1
NC(=O)c1ccc(NC(=O)COC(=O)CCc2ccc(S(=O)(=O)N3CCCCC3)cc2)cc1 | -0.1 | -6 | -1.1 | -1 | 2 | -1 | 8 | 0 | -2
OCCN(CCO)c1nc2ccccc2[nH]1 | 0.1 | 2 | 1.4 | 4 | 1 | 0 | 6 | 4 | 8
COc1ccc(C(=O)N(C)CCCC2CCCC2)cc1OC1CCN(C(C)=O)CC1 | 0.4 | -1 | -2.3 | 2 | 0 | 4 | -6 | -1 | 2
C[C@H](NS(=O)(=O)OCC(Cl)(Cl)Cl)C1CC1c1ccccc1 (stereo not given in full) | 0.0 | 43 | 1.9 | 47* | 2 | 0 | 10 | 5 | 7
CC(O)c1ccc(Oc2cnccn2)cc1 (stereo not given) | -0.1 | 9 | 2.4 | -1 | 2 | 2 | 6 | 0 | 2
CCOc1ccc(NC(=O)CSc2nnnn2C2CCCC2)cc1 | -0.2 | 5 | 2.1 | 4 | 1 | 1 | 5 | 1 | 4
O=C(CN1CCC(n2nnc3cc(C(F)(F)F)ccc32)CC1)N1CCc2ccccc21 | 0.1 | 21 | 0.6 | 1 | 0 | -7 | -11 | 0 | -1
O=C(COC(=O)c1ccc2ncsc2c1)NCc1ccc(Cl)cc1 | 0.0 | -9 | x | -7 | 3 | x | 1 | -5 | -2
CN(Cc1ccccc1)C(=S)Nc1ccc(OC(F)F)cc1 | 0.1 | 18 | 0.4 | 9 | 1 | 3 | 6 | 3 | 3
COCCCNC(NC(=O)c1ccc(Cl)cc1)C(Cl)(Cl)Cl (stereo not given) | -0.1 | 3 | -1.9 | -3 | 1 | 1 | 9 | 3 | -1
O=S(=O)(c1ccc(N2CCCC2)cc1)C(F)(F)F | 0.0 | -1 | -0.8 | -14 | 0 | 0 | 7 | -7 | -7
CC1=C(C#N)CCC(=O)N1Cc1c(C)cc(C)cc1C | -0.1 | 5 | x | 3 | 0 | -1 | 6 | 0 | -1
O=C(O)CCN1C(=O)c2ccccc2Sc2ncccc21 | -0.3 | 41 | 2.3 | 1 | 3 | -1 | 0 | -1 | 11
COC(=O)C1=C(C(=O)c2ccc(C)cc2)C(c2ccc(OC)c(OC)c2)n2nnnc2N1 (stereo not given) | 0.1 | 20 | -4.4 | -4 | 2 | 6 | -2 | 0 | 2

Assay outcomes from PubChem BioAssay.
